# Compound activity: PubChem BioAssay, Sanford-Burnham Center for Chemical Genomics
# IAP activation: activators of mouse IAP, confirmation, biochemical, luminescence, single concentration (AID 434970). purified mouse IAP, CDP-Star luminescence, 30 min; active compounds read low. activity change, negative = activation, % at 10 µM. 2.9% of 11,000 active; in the data active = activity change below about -85%;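 note: percent relative to enzyme plus DMSO wells and wells without enzyme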
# IAP activation Fold change: second read-out of IAP activation, no call of its own (marks repeat the call); activation factor; measured here: IAP activation factor; active compounds read high;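 fold luminescence change scaled to plate control wells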
# Active calls of the source: *.
Molecule | IAP activation | IAP activation Fold change
CCN1Cc2c(cc(OC)c(OC)c2OC)-c2ccccc2S1(=O)=O | -11 | 1.1
CC1=NCC(C)c2c1[nH]c1ccccc21 (stereo unspecified) | 6 | 0.94
Oc1c(N=Nc2ccccn2)ccc2ccccc12 | 21 | 0.79
NC(=O)CSc1nnc(-c2ccncc2)n1CCc1ccccc1 | -5 | 1.1
CC(=O)c1c(C)[nH]c(C(=O)OCC(=O)Nc2ncc(Cl)c(C)c2Cl)c1C | -1 | 1
O=C(Nc1cccc(S(=O)(=O)N2CCOCC2)c1)c1ccco1 | 2 | 0.98
Cc1c(C(=O)NCc2cccnc2)oc2ccc(S(=O)(=O)N3CCCCCC3)cc12 | 2 | 0.98
Cc1ccc(OCC(=O)N(Cc2ccc(N(C)C)cc2)C2CCS(=O)(=O)C2)cc1 (stereo unspecified) | -4 | 1
Cc1cc(=O)oc2cc3c(cc12)OCCN3 | 9 | 0.91
COC(=O)COc1ccc(S(=O)(=O)N2CCN(c3ccccc3F)CC2)cc1 | 9 | 0.91
CC(C)n1c(Nc2ccccc2)nc2ccccc21 | 2 | 0.98
CCN1CCCC1CNC(=O)c1ccc2c(=O)n(CCOC)c(=O)[nH]c2c1 (stereo unspecified) | -4 | 1
COc1cccc(CNC(=O)c2ccc(S(=O)(=O)N3CCCC3)cc2)c1 | 16 | 0.84
CC1CC2(CC(C)(C(=O)CSc3n[nH]c(-c4ccccc4Cl)n3)OC2=O)C(=O)O1 (stereo unspecified) | 10 | 0.9
O=C(CCNS(=O)(=O)c1ccc2c(c1)CCC(=O)N2)NCc1ccc2c(c1)OCO2 | 14 | 0.86
C#CCOCCOCCOCCNc1nc(N2CCN(C(=O)CCCCCCCCCCNC(=O)[C@@H](CCSC)n3cc(CCO)nn3)CC2)nc(N2CCN(C(=O)CCCCCCCCCCNC(=O)[C@H](CCSC)n3cc(CCO)nn3)CC2)n1 | -78 | 1.8
CCN1CCc2c(C#N)c(NCc3ccccc3)nc(NCCO)c2C1 | 9 | 0.91
Cc1cc(OCC(=O)NCCO)cc(C)c1Cl | 4 | 0.96
O=C(Cn1cnc2ccccc2c1=O)N1CCN(Cc2ccccc2)CC1 | 6 | 0.94
CC1=CC(C)(C)C(C(=O)O)C(C(=O)O)C1 (stereo unspecified) | -2 | 1
Cc1cc(Cl)cc(C)c1OCC(=O)O | -6 | 1.1
COc1ccc(C2CC(=O)Oc3ccc(OC)cc32)cc1 (stereo unspecified) | 1 | 0.99
O=C(c1ccccc1Nc1ccc(SC(F)F)cc1)N1CCCCC1 | -11 | 1.1
Cn1c(CN2CCOCC2)nnc1SCC(=O)NCCc1ccccc1 | -3 | 1
CCN1C(=O)[C@H]2[C@H]3CN=C(SCc4ccc(C)cc4)N3[C@@](CC)(C(=O)OC)[C@H]2C1=O | -9 | 1.1
Cc1ccc(-c2cc(-c3ccccc3)c(C#N)c(N)n2)o1 | -1 | 1
CCOc1ccc(N=C2NC(=O)S/C2=C\c2ccc(Cl)cc2)cc1 | 13 | 0.87
COc1ccc(S(=O)(=O)n2nc(OC(=O)c3ccc(C)cc3)cc2N)cc1 | 5 | 0.95
COc1ccccc1CNC(=O)Cn1cccc1 | 6 | 0.94
CCN(CC)C(=O)c1cccc2c1C(=O)c1ccccc1-2 | 0 | 1
C=CCn1c(C)cc(C(=O)COC(=O)C2CC(=O)N(Cc3ccccc3)C2)c1C (stereo unspecified) | 6 | 0.94
COc1cc(CC(=O)Nc2ccc(S(=O)(=O)Nc3ncccn3)cc2)cc(OC)c1OC | 2 | 0.98
CC(C)(C)n1nnnc1CN1CCSCC1 | -6 | 1.1
Cc1cc(C(=O)Nc2cccnc2Cl)on1 | 12 | 0.88
CCOCCCNC(=S)N1C2CCC1CC(NC(=O)Nc1ccc(C(=O)OCC)cc1)C2 (stereo unspecified) | -12 | 1.1
O=C(NCCCN1CCCCC1)c1ccc2c(=O)n(CCc3ccccc3)c(=O)[nH]c2c1 | 9 | 0.91
CCN1CCN(CCC(=O)Nc2cccc(OC)c2)CC1 | 7 | 0.93
CC(C)N(C(=O)[C@H]1C[C@H](CC(=O)NCCCn2ccnc2)C(=O)N2CCc3c([nH]c4cc(-c5ccco5)ccc34)[C@]12C)C(C)C | -7 | 1.1
COc1ccc(C(=O)O)cc1S(=O)(=O)Nc1cccc(C)c1 | 1 | 0.99
COc1ccc(NC(=O)CN2CCCC(C)C2)c([N+](=O)[O-])c1 (stereo unspecified) | 11 | 0.89

# An excerpt of these results, field by field:
CCN1CCN(CCC(=O)Nc2cccc(OC)c2)CC1
  IAP activation: 7 | IAP activation Fold change: 0.93
CC(C)N(C(=O)[C@H]1C[C@H](CC(=O)NCCCn2ccnc2)C(=O)N2CCc3c([nH]c4cc(-c5ccco5)ccc34)[C@]12C)C(C)C
  IAP activation: -7 | IAP activation Fold change: 1.1
COc1ccc(C(=O)O)cc1S(=O)(=O)Nc1cccc(C)c1
  IAP activation: 1 | IAP activation Fold change: 0.99
COc1ccc(NC(=O)CN2CCCC(C)C2)c([N+](=O)[O-])c1 (stereo unspecified)
  IAP activation: 11 | IAP activation Fold change: 0.89

# Further entries.
Molecule | IAP activation | IAP activation Fold change
CC[C@]12c3[nH]c4cc(-c5ccco5)ccc4c3CCN1C(=O)[C@@H](CC(=O)NCCCOC)C[C@@H]2C(=O)N1CCN(C(=O)c2ccco2)CC1 | -4 | 1
CN(C)C1=NC(=O)/C(=C/c2ccc(-c3ccc(S(N)(=O)=O)cc3)o2)S1 | 50 | 0.5
O=C(CSc1nc(O)c(C2CCCCC2)c(=O)[nH]1)NCC1CCCO1 (stereo unspecified) | 3 | 0.97
Cc1cc(C)n2c(SCC(=O)Nc3cc(C)on3)nnc2n1 | 6 | 0.94
Cc1ccc(S(=O)(=O)NC(=O)Nc2nnc(C)s2)cc1 | 5 | 0.95
CCN(CC)S(=O)(=O)C1CCS(=O)(=O)C1 (stereo unspecified) | 7 | 0.93
O=C(Nc1ccc(-n2ccc(C(F)(F)F)n2)cc1)Nc1cccc(Cl)c1 | -92* | 1.9*
Cc1cc(NC(=O)CC23CC4CC(C2)CC(CC(=O)Nc2cc(C)on2)(C4)C3)no1 | -2 | 1
CCc1ccc(NC(=O)C2CCN(S(=O)(=O)c3ccc4c(c3)CC(C)N4C(C)=O)CC2)cc1 (stereo unspecified) | -49 | 1.5
CCC(C)C1/C=C\CC(NC(=O)OCC2c3ccccc3-c3ccccc32)CC(=O)N1Cc1ccccc1 (stereo unspecified) | -33 | 1.3
CN1CC(COCc2ccccc2)Oc2ccccc2S1(=O)=O (stereo unspecified) | -4 | 1
CCCCC(=O)Nc1ccc(NC(=O)c2cccnc2)cn1 | -6 | 1.1
COc1ccccc1Nc1nc(NCCO)c2ccccc2n1 | -3 | 1
O=C1c2ccccc2[C@@H]2C[C@@H](O)[C@H](Nc3cccc4ccccc34)CCN12 | -2 | 1
C[C@@H]1C(=O)N(c2ccccc2)[C@@H]1c1ccncc1 | 12 | 0.88
O=C(O)C1CC(=O)N(c2ccc(F)cc2)C1 (stereo unspecified) | 8 | 0.92

# Whole records, looked up by structure. Screens in order: IAP activation	IAP activation Fold change
# Entry for C[C@@H]1C(=O)N(c2ccccc2)[C@@H]1c1ccncc1 → 12	0.88
# Entry for CCCCC(=O)Nc1ccc(NC(=O)c2cccnc2)cn1 → -6	1.1
# Entry for O=C1c2ccccc2[C@@H]2C[C@@H](O)[C@H](Nc3cccc4ccccc34)CCN12 → -2	1
# Entry for COc1ccccc1Nc1nc(NCCO)c2ccccc2n1 → -3	1
# Entry for CN1CC(COCc2ccccc2)Oc2ccccc2S1(=O)=O (stereo unspecified) → -4	1

# (listing goes on)
Molecule | IAP activation | IAP activation Fold change
CCC(C)(C)n1nnnc1CN1CCC(NC(=O)c2ccccc2C)CC1 | 5 | 0.95
COc1cccc(-c2nc(-c3ccccn3)no2)c1 | -4 | 1
CN(c1cccc(NC(=O)Nc2ccc(Cl)cc2)c1)S(C)(=O)=O | -91 | 1.9
O=C1/C(=C\c2cccc(O)c2O)SC(=S)N1Cc1ccccc1 | 63 | 0.37
Cc1ccc(NC(=O)CSc2nnc(CN3CCOCC3)n2-c2ccccc2)cc1 | 6 | 0.94
CCOC(=O)C1C(=O)C=C(c2ccc(C)cc2)CC1c1ccco1 (stereo unspecified) | 10 | 0.9
CCN(CC)S(=O)(=O)c1ccc(Oc2cccc(C(C)=O)c2)nc1 | 9 | 0.91
C=CCN1C(=O)[C@H]2CCC=C[C@H]2[C@@H]1c1cccc(C)c1 | 8 | 0.92
CCCN1C2CCCC1CC(NC(=O)c1ccc(F)cc1)C2 (stereo unspecified) | 6 | 0.94
COc1ccc(Nc2oc(COc3cccc(C)c3)nc2C#N)cc1 | -13 | 1.1
COc1cccc2cc(-c3cn4cccc(C)c4n3)c(=O)oc12 | -4 | 1
CCCCOc1ccc(C(=O)OC2CC(C)N(C)CC2C)cc1 (stereo unspecified) | 8 | 0.92
O=C(CSc1nc2c(c(=O)[nH]1)CCC2)Nc1cccc(Cl)c1 | 0 | 1
Cc1nc(NC(=O)c2ccccc2)sc1-c1csc(NCc2ccco2)n1 | 56 | 0.44
Cc1cc(C)nc(N(C#N)CC(=O)N2CCC(C(N)=O)CC2)n1 | -6 | 1.1
O=C(CCC(=O)N(Cc1ccco1)C(C(=O)NC1CCCC1)c1ccncc1)Nc1cccnc1 (stereo unspecified) | -3 | 1
CCOCCCNC(=O)C(C)NS(=O)(=O)c1ccc(C)cc1 (stereo unspecified) | 10 | 0.9
Cc1cn([C@H]2C[C@H](O)[C@@H](CCC(=O)NCCN3CCCCC3)O2)c(=O)[nH]c1=O | 7 | 0.93
C=C(C)CNC(=S)/N=c1\scc(C)n1CC | 6 | 0.94
Nc1nonc1-c1noc(-c2ccc(Br)o2)n1 | 5 | 0.95
NC(=O)c1nn(-c2ccccc2)nc1NC(=O)CSc1nnnn1-c1ccc(Cl)cc1 | 8 | 0.92
CCc1cccc(CC)c1NC(=O)CN1C2CCCC1CC(NC(=O)Nc1cccc(OC)c1)C2 (stereo unspecified) | -136* | 2.4*
O=C(NC1CCCCCC1)C1CCN(S(=O)(=O)c2ccccc2)CC1 | -4 | 1
O=C(O)c1cccc(-n2nnnc2SCc2ccccn2)c1 | -2 | 1
Cc1nnc(NC(=O)Cn2cnc3c2c(=O)n(C)c(=O)n3C)s1 | 6 | 0.94
O=C(Nc1nc(-c2ccco2)c(-c2ccco2)s1)c1cnccn1 | 6 | 0.94
Cc1ccccc1N(CC(=O)N/N=C/c1ccccc1Cl)C(=O)c1ccccc1 | 1 | 0.99
CCOC(=O)c1ccc(NC2OC(=O)c3ccccc32)cc1 (stereo unspecified) | 3 | 0.97
CCc1cccc2c(C#N)cn(CCOc3ccccc3OC)c12 | 5 | 0.95
CCCC(=O)Nc1cc(C)c(NC(=O)Cc2ccccc2)cn1 | -2 | 1
Cc1cccc(CN2CCN(CC(=O)NCc3cccs3)C2=O)c1 | 0 | 1
O=C(/C=C/c1cccc([N+](=O)[O-])c1)NCC1CCCO1 (stereo unspecified) | 7 | 0.93
CSCCC(NC(=O)c1ccco1)C(=O)OC(C)C(=O)NC(=O)NC1CCCCC1 (stereo unspecified) | 8 | 0.92
COC(=O)c1cc2sccc2n1Cc1nc(-c2ccc(Cl)cc2)oc1C | 5 | 0.95
O=C(Cn1nnc(-c2ccccc2)n1)N=Nc1c(O)[nH]c2ccccc12 | -6 | 1.1
Cc1nn(C)c(C)c1S(=O)(=O)N1CCC(C(=O)NC2CCCCC2)CC1 | 10 | 0.9
CCOc1ccc(C2C=C(c3ccccc3)Nc3nnnn32)cc1 (stereo unspecified) | 12 | 0.88
CCOc1ccccc1OCCCC(=O)NC1=NCCS1 | -3 | 1
CS(=O)(=O)NCCC1=CCCCC1 | 3 | 0.97
O=S(=O)(NCCc1ccccc1)c1ccc(F)cc1Br | -2 | 1
CC1(C)CCCN(C(=O)N2c3ccccc3Sc3ccccc32)C1 | 7 | 0.93
Cc1ccc2c(c1)c(C)c(C)n2CC(O)Cn1nnc2ccccc21 (stereo unspecified) | 3 | 0.97
O=C(COc1cc(Cl)c(Cl)cc1Cl)NCCN1CCOCC1 | -3 | 1
Fc1ccc(N2CCN(c3nc(-c4ccco4)cc(C(F)(F)F)n3)CC2)cc1 | 9 | 0.91
Cc1ccc(-c2cnc(NC(=O)CCC(=O)N(C)Cc3ccccc3)n2C)cc1 | 1 | 0.99
CCOC(=O)C1=CN(Cc2ccco2)S(=O)(=O)N(CC)C1c1cccc(OC)c1 (stereo unspecified) | -2 | 1
COC(=O)CC/C(O)=C1/C(=N)CC(C)(C)CC1=O | -8 | 1.1
CC(C)(C)OC(=O)N1CCOCCOCCN(C(=O)OC(C)(C)C)CCOCC1 | -8 | 1.1
Cn1c(SCC(=O)OCc2ccccc2)nnc1-c1ccco1 | 11 | 0.89
CCN(CC)C(NC(=O)Cc1ccccc1)C(Cl)(Cl)Cl (stereo unspecified) | 3 | 0.97
CCN1C(=O)[C@H]2[C@H]3CN=C(SCC4CC4)N3[C@@](CC)(C(=O)OC)[C@H]2C1=O | -7 | 1.1
COc1ccc(S(=O)(=O)N2CCC(n3cnc4cc(C(F)(F)F)ccc43)CC2)cc1 | 7 | 0.93
CCCCCC(=O)NC(=S)Nc1ccc(N2CCCCC2)c(Cl)c1 | 8 | 0.92
NS(=O)(=O)c1ccc(CCNC(=O)CCCC2=NS(=O)(=O)c3ccccc3N2)cc1 | 5 | 0.95
Cc1cccc(N2C(=O)C3C4CC(C(Br)C4Br)C3C2=O)n1 (stereo unspecified) | 1 | 0.99
CCOC(=O)c1cc(CC)sc1NC(=O)C(c1ccccc1)c1ccccc1 | 10 | 0.9

# Later entries:
Molecule | IAP activation | IAP activation Fold change
O=C(NCc1ccc(Cl)cc1)c1cc2c(nc3sccn32)s1 | 3 | 0.97
COCCn1c(CN2CCN(c3ccccc3)CC2)nc2c1c(=O)n(C)c(=O)n2C | 6 | 0.94
CCC(C)(C)NC(=O)C(c1ccncc1)N(Cc1ccc(C)cc1)C(=O)c1csnn1 (stereo unspecified) | 10 | 0.9
Cc1nc2c(nnn2Cc2ccccc2)c(=O)n1-c1ccccc1 | 5 | 0.95
CCOc1ccc(C(=O)NCc2cccs2)cc1 | 9 | 0.91
CC(=O)Nc1ccc(S(=O)(=O)N2CCCN(S(=O)(=O)c3ccc(NC(C)=O)cc3)CC2)cc1 | 2 | 0.98

# A portion of the library; rates above refer to the full screens.
